Screens (PubChem BioAssay)
VEEV TC-83 Vero = inhibitors of VEEV TC-83 cytopathic effect, confirmation, Vero cells (AID 588727) | Vero cells, VEEV TC-83 cytopathic effect inhibition; higher % means a stronger effect | inhibition, % at 20 µM, or IC50 in µM where a hit was titrated | actives 0.13% (n = 350,000); in the data active means a potency from the dose series; inconclusive means inhibition mostly from about 14% at the one dose, without a potency; inactive means the rest, 99 in 100 with inhibition below about 12%; further: strong numbers were not always called active
influenza NS1A = H1N1 influenza NS1A inhibitors, functional cell based assay (AID 504329) | NS1A functional cell-based assay, percent inhibition; higher % means a stronger effect | inhibition, % at 12.5 µM; hits with a dose series show IC50 in µM | actives 0.3% (n = 340,000); in the data active means a potency from the dose series; inconclusive means inhibition above about 27% without an active follow-up result; further: strong numbers were not always called active
Salmonella PhoP GFP = Inhibition of PhoP regulon, Salmonella typhi GFP reporter cells, confirmation, 4 h (AID 1850); Salmonella Typhi PhoP-promoter GFP reporter, fluorescence, 4 h; higher % means a stronger effect; inhibition, % at 50 µM, or IC50 in µM where a hit was titrated; actives 0.33% (n = 310,000); in the data active means a potency from the dose series; inconclusive means inhibition mostly from about 25% at the one dose, without a potency; inactive means the rest, 99 in 100 with inhibition below about 19%;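 further: 0% = induced wells with vehicle and 100% = uninduced wells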
tuberculosis growth = growth inhibition of non-replicating M. tuberculosis (AID 488890); inhibition, % at 25 µM; hits with a dose series show IC50 in µM; Mycobacterium tuberculosis non-replicating, growth inhibition; higher % means a stronger effect; actives 0.39% (n = 320,000); in the data active means a potency from the dose series; inconclusive means inhibition mostly from about 82% at the one dose, without a potency; inactive means the rest, 99 in 100 with inhibition below about 76%;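 further: plate controls were DMSO cells for no effect and high antibiotic wells for full effect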
H37Rv inhibition = M. tuberculosis growth inhibition, HTS (AID 449762); M. tuberculosis H37Rv growth inhibition, 7H9 media; higher % means a stronger effect; one-dose inhibition, % at 25 µM; IC50 in µM for titrated hits; actives 0.59% (n = 330,000); in the data active means a potency from the dose series; inconclusive means inhibition above about 70% without an active follow-up result;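 further: bacterial growth assessed after seven days of incubation; strong numbers were not always called active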
VEEV TC-83 Vero 10K pilot screen = second read-out of VEEV TC-83 Vero, no call of its own (marks repeat the call); inhibition, %; measured here: 10K pilot screen inhibition
An asterisk follows results filed as active; i = inactive; ? = inconclusive; · = no result given.

SMILES | VEEV TC-83 Vero | influenza NS1A | Salmonella PhoP GFP | tuberculosis growth | H37Rv inhibition | others
COc1ccc(N(CC(=O)NN=C2CCN(C)CC2)S(=O)(=O)c2ccc(NC(C)=O)cc2)cc1 | 0.5% | 0% | 6% | 9% | 1%
CC(C)OC(=O)CN1CCN(S(=O)(=O)c2cc(Cl)ccc2Cl)CC1 | 0.2% | 2% | 1% | 11% | -3%
O=C1CCc2ccc(OCCCCN3CCN(c4cccc(Cl)c4Cl)CC3)cc2N1 | 3.6% | 14% | 20% | ? | 13µM*
CCN1C(=O)[C@H]2[C@@H](c3ccc(Cl)cc3)N3C(=O)CN(CCOC)C(=O)[C@@]3(C)[C@H]2C1=O | 0.8% | 13% | 4% | -2% | -8%
Cc1cccc(/C=N/NC(=O)Cc2cccs2)c1 | i | -18% | 4% | 2% | -6%
Nc1nc(N)nc(-c2ccccc2O)n1 | 0.9% | 2% | 9% | 2% | -1%
Cc1ccc(-n2nnnc2SCC(=O)NCC2CCCO2)cc1C (stereo not given) | 9.3% | -1% | · | · | ·
N#CC(C(=O)NC1CCCCC1)=C1CCCCC1 | 0.1% | -7% | 1% | 7% | 0%
O=S(=O)(NCC(c1cccnc1)N1CCc2ccccc2C1)c1ccccc1 (stereo not given) | 0.2% | 3% | -5% | 18% | 5%
COC(=O)c1ccc(CSc2nnc3n(Cc4ccccc4OC)c(=O)c4ccccc4n23)o1 | 7.8% | 8% | 7% | 27% | 14%
O=C(O)CCCN=CC1=C(O)CNC1=O | 0.4% | 10% | -7% | · | -10%
Cc1ccc(COCCN2CCN(S(=O)(=O)c3ccccc3)CCC2=O)cc1 | i | -12% | -9% | -16% | -4%
COc1ccc(C2CC(c3ccccc3)=NN2C(=O)COC(=O)C2CC2)cc1 (stereo not given) | 0.5% | -6% | 5% | 52% | 1%
CCOC(=O)c1c(C)c(C(=O)NCc2ccco2)c(C)n1Cc1ccccc1 | i | -1% | -4% | -6% | -5%
Cc1ccc(N2CC(C(=O)N3CCCCCC3)CC2=O)cc1 (stereo not given) | 7.5% | -4% | -8% | 4% | -3%

3 structures from above, sorted by SMILES length, rising.
SMILES | VEEV TC-83 Vero | influenza NS1A | Salmonella PhoP GFP | tuberculosis growth | H37Rv inhibition | others
O=C(O)CCCN=CC1=C(O)CNC1=O | 0.4% | 10% | -7% | · | -10%
Cc1cccc(/C=N/NC(=O)Cc2cccs2)c1 | i | -18% | 4% | 2% | -6%
Cc1ccc(N2CC(C(=O)N3CCCCCC3)CC2=O)cc1 (stereo not given) | 7.5% | -4% | -8% | 4% | -3%

The list goes on:
SMILES | VEEV TC-83 Vero | influenza NS1A | Salmonella PhoP GFP | tuberculosis growth | H37Rv inhibition | others
OC(Cn1cccn1)c1ccccc1 (stereo not given) | 2.5% | 3% | 6% | -12% | -6%
O=C(Nc1ccc(Cl)cc1)c1ccncc1 | 2.0% | -2% | -5% | 4% | 0%
CC(=O)c1ccc(OCCn2c(SCC(=O)O)nc3ccccc32)cc1 | 0.4% | -6% | 3% | -2% | -2%
Cc1ccc2sc(N(CCCN(C)C)C(=O)c3ccc(S(=O)(=O)N(C)C)cc3)nc2c1C | 0.3% | 7% | 12% | 7% | 5%
O=C(NCCNCc1cccs1)c1ccccc1F | 0.1% | 0% | -12% | -6% | 4%
N#C/C(=C\c1c(N2CCCCC2)nc2ccccn2c1=O)C(=O)NC1CCS(=O)(=O)C1 (stereo not given) | 1.9% | -6% | -3% | -8% | -6%
Cc1ccc(C)n1-c1ccc(-c2nnc3n2CCCCC3)s1 | 1.5% | -5% | -29% | 11% | -3%
Cc1ccc(-n2ncc3c(N4CCC(C(N)=O)CC4)ncnc32)c(C)c1 | 1.6% | -6% | 5% | 7% | 7%
COc1ccc(N2CCN(C(=O)Cc3ccc(C)cc3)CC2)cc1 | i | 2% | -9% | 65% | 9%
Cn1c(=O)c(=O)n(C)c2cc(N3CCCC3)c(NS(=O)(=O)c3ccc(F)cc3)cc21 | i | -69% | 1% | 2% | -4%
COc1ccc(C(C)NC(=O)CCc2ccccc2)cc1 (stereo not given) | i | -22% | -3% | i | 3%
COC(=O)CNC(=O)C1CCCN1C(=O)OC(C)(C)C (stereo not given) | i | 0% | -5% | -2% | -5%
CNc1nc(NC#N)nc(SC)n1 | 5.1% | 1% | -6% | 7% | 13%
Cc1ccc(N2C(=O)C3C4CC(=O)C(c5ccccc54)C3C2=O)cc1C (stereo not given) | i | -1% | -8% | 18% | 2%
CCOC(=O)c1c(NC(=O)COc2ccccc2)sc2c1CC(C)(C)NC2(C)C | 6.4% | -14% | -5% | ? | ?
CN(C)S(=O)(=O)c1ccc(C(=O)NNC(=O)C23CC4CC(CC(C4)C2)C3)cc1 | i | -10% | · | -7% | -2%
Cc1nn(-c2cccc(Cl)c2)c2c1C(c1cccnc1)C(C#N)=C(N)O2 (stereo not given) | 1.3% | 17% | -7% | 26% | -2%
CCCCN(CCCNC(=O)c1c(C)cc(=O)oc1C)c1ccccc1 | i | 7% | -1% | 12% | -7%
Cc1cccc(OCC(=O)NNC(=O)c2cc3ccccc3oc2=O)c1 | 5.4% | 0% | 12% | 6.1µM* | 25µM*
O=C(CNc1ccccc1)N/N=C/c1c(O)ccc2ccccc12 | 13% | 22% | 3% | -3% | 5%
CCN(C(=O)CSc1ncccn1)c1c(N)n(Cc2ccccc2)c(=O)[nH]c1=O | 2.3% | -15% | · | · | ·
CCN(CC)C(=O)c1ccc2c(c1)nnn2C | 0.4% | -6% | -9% | -4% | -7%
O=C(NC1(C(=O)NC2CCCCC2)CCCCC1)c1ccc2c(c1)OCO2 | 4.0% | 15% | 6% | -2% | -6%
Oc1c(Br)cc(Br)cc1Br | 0.3% | -10% | · | 52% | -1%
COC(=O)c1ccc([N+](=O)[O-])cc1N1C(=O)C2C3CCC(C3)C2C1=O (stereo not given) | 0.4% | -9% | 0% | -4% | 6%
CCOC(=O)c1c(C)cc(=O)oc1C | 0.7% | 13% | -7% | -5% | -8% | VEEV TC-83 Vero 10K pilot screen=0.9
S=C(NC1CCCCC1)N1CCN(C2CCCCC2)CC1 | 0.2% | 3% | 4% | 15% | 3%
O=C(COC(=O)C1CCC(=O)N1)Nc1ccccc1OC(F)F (stereo not given) | 0.8% | -26% | · | -15% | -10%
Cc1ccc(S(=O)(=O)NCC2CCC(C(=O)NCc3cccnc3)CC2)cc1 (stereo not given) | 1.3% | -5% | 0% | 0% | -4%
Nc1c(-c2ccc(Cl)cc2)cnn1-c1ccccc1 | i | -4% | 5% | -4% | -13%
CC(=O)Nc1cc(C(=O)OCC(=O)c2ccc(Cl)cc2Cl)ccc1C | i | -17% | -2% | 9% | -5%
Cc1ccnc(NS(=O)(=O)c2ccc(N3C(=O)c4c(Cl)c(Cl)c(Cl)c(Cl)c4C3=O)cc2)n1 | 1.0% | -6% | 7% | -12% | -4%
O=C(NC(=S)N1CCOCC1)c1cc2ccccc2o1 | 1.6% | -24% | 5% | 2% | ?
COc1ccc(-c2nn3c(-c4ccccc4)nnc3s2)cc1 | 5.6% | -6% | -4% | 72% | 37%
COc1ccc(-n2c(SCC(=O)Nc3ccccc3C)nc(O)c(Cc3ccccc3)c2=O)cc1 | 1.8% | -10% | -3% | 16% | 1%
CCOc1ncccc1C(=O)Nc1cccc(-n2cnnn2)c1C | 2.0% | -6% | · | -3% | 2%
O=C(CCC(=O)c1ccc(Cl)cc1)NCc1ccccc1 | 1.3% | -2% | -1% | 31% | 0%
CCN(CC)c1ccc(NC(=S)NC(=O)Cc2ccccc2)cc1 | 4.7% | 10% | -14% | 59% | -2%
Fc1ccc(CNc2ccc(N3CCN(Cc4ccccc4)CC3)cc2)cc1 | i | 16% | 4% | 70% | 5%
CC(C)C(=O)c1cn(Cc2ccccc2C#N)c2ccccc12 | 6.8% | -24% | 10% | 12% | 1%
COc1ccccc1NCCC(=O)OCC(=O)Nc1cc([N+](=O)[O-])ccc1F | 3.5% | 4% | · | 45% | -2%
O=C(CN1C(=O)COc2ccc(S(=O)(=O)N3CCCC3)cc21)NC1CCCCCCC1 | · | · | -1% | 16% | -1%
O=C(CSc1nnc(-c2ccc(F)cc2)o1)NC1CCCCC1 | 0.5% | -10% | 8% | ? | 3%
CN(C)c1nc(OCCOC(=O)Nc2ccc(Cl)cc2Cl)nc(N(C)C)n1 | 0.6% | 18% | -2% | 13% | -4%
O=C(CCN1CCN(CCO)CC1)Nc1ccccc1 | 1.4% | -3% | 0% | -8% | 0%
Cn1c2ccccc2c2ncn(Cc3ccc(F)cc3)c(=O)c21 | 0.9% | 1% | 1% | -6% | 7%
O=C(NCC(=O)N1CCN(S(=O)(=O)c2cccs2)CC1)c1ccc(Cl)cc1 | 3.4% | -2% | -5% | -9% | -4%
O=C(NCc1ccc(Cl)cc1)C1CCN(C(=O)c2ccco2)CC1 | 0.5% | -4% | 4% | 30% | -5%
COc1cc(F)c(C(=O)NC(C)(C)CO)cc1OC | 0.3% | -2% | 3% | -16% | 8% | VEEV TC-83 Vero 10K pilot screen=0.6
O=c1cccc2n1CC1CC2CN(Cc2ccc3c(c2)OCO3)C1 (stereo not given) | 0.8% | -3% | 1% | -2% | 4%
N#CCP(=S)(c1ccccc1)c1ccccc1 | 0.8% | -2% | -9% | · | 9%
CC(C)N(C)Cc1nnnn1CC(=O)N(C)Cc1ccc(F)cc1 | i | 15% | -1% | 8% | -8%
COC(=O)C(Cc1cnc(Cl)s1)(C(=O)OC)c1ccc([N+](=O)[O-])cc1[N+](=O)[O-] | 0.8% | 15% | 6% | 14% | 11%
Nc1ccc2c(c1)OC1(CCCC1)O2 | 0.7% | 19% | 9% | 16% | -3%
Cc1nnc(SCC(=O)NC(C)(C)C)n1CCc1ccccc1 | 1.9% | 4% | -6% | -23% | -6%
CCOC(=O)C1=C(C)N(CCCCCC(=O)O)C(=O)NC1c1cccc([N+](=O)[O-])c1 (stereo not given) | 1.2% | 8% | -2% | 0% | -4%
CCc1ccc2[nH]cc(S(=O)(=O)c3ccc(C)c(C)c3)c(=O)c2c1 | 1.4% | -23% | 1% | 2% | 2%
COc1ccc(NC(=O)CCN2CCN(S(=O)(=O)c3ccc(OC)cc3)CC2)cc1 | 0.5% | 3% | 7% | 1% | -1%
CC(C)(Oc1ccc(Cl)cc1)C(=O)OCC(=O)NCCc1ccc(S(N)(=O)=O)cc1 | 0.7% | -1% | · | · | ·
Cc1cc(NCc2ccccn2)n2c(nc3ccccc32)c1C#N | 1.0% | -5% | · | · | ·

Retrieved by structure from the entries so far (3):
SMILES | VEEV TC-83 Vero | influenza NS1A | Salmonella PhoP GFP | tuberculosis growth | H37Rv inhibition | others
COC(=O)CNC(=O)C1CCCN1C(=O)OC(C)(C)C (stereo not given) | i | 0% | -5% | -2% | -5%
COc1ccc(C(C)NC(=O)CCc2ccccc2)cc1 (stereo not given) | i | -22% | -3% | i | 3%
Cn1c(=O)c(=O)n(C)c2cc(N3CCCC3)c(NS(=O)(=O)c3ccc(F)cc3)cc21 | i | -69% | 1% | 2% | -4%

More compounds
SMILES | VEEV TC-83 Vero | influenza NS1A | Salmonella PhoP GFP | tuberculosis growth | H37Rv inhibition | others
O=c1cc(-c2ccccc2)oc2cccc(O)c12 | 1.6% | 4% | · | · | ·
COc1ccc(-n2c(COc3cccc(C)c3)nnc2SCC(=O)NCc2ccco2)cc1 | 5.0% | 0% | -5% | 14% | -4% | VEEV TC-83 Vero 10K pilot screen=0.0
O=C(COC(=O)Cc1ccsc1)Nc1ccc(Cl)cc1F | i | -6% | · | · | 5%
O=C1CN(C(=O)COC(=O)c2ccccc2Br)c2ccccc2N1 | 1.4% | -1% | · | 16% | 3%
COc1ccc(COC(=O)Nc2cn(C)nc2C(F)(F)F)cc1 | 1.6% | -6% | 16% | -4% | -4%
CS(=O)(=O)N1CCC(C(=O)N2CCc3ccccc3C2)CC1 | i | -4% | -4% | -1% | -10%
CCN1CCN(S(=O)(=O)c2ccc(Cl)c(C(=O)N(C)CC(=O)Nc3c(C)cccc3C)c2)CC1 | 0.8% | -3% | · | · | ·
CC1(C)CC(=O)N(Cc2ccccc2)C(=O)C1 | 0.3% | -2% | -7% | 6% | 1%
CCN(C[C@H]1N[C@@](CC)(C(=O)OC)[C@H]2C(=O)N(C)C(=O)[C@@H]12)C(=O)Nc1ccc(F)cc1 | i | 5% | · | -2% | 6%
COc1ccc(NC(=O)c2cccnc2SC)cc1S(=O)(=O)N1CCCCC1 | 8.5% | 1% | 6% | -2% | 0%
CN(C)CCOc1cccc(Cl)c1 | 0.8% | -3% | 9% | -15% | 0%
